DNMT1 inh – blocks human DNA methyltransferase DNMT1. P26358. inhibition (reported as % activation of signal), % at 10 µM. DNMT1 molecular beacon, Hinp1I cleavage, fluorescence. 360,000 tested, 0.83% active; in the data active = inhibition above about 50%
Rpn11 inh – inhibitors of human proteasome Rpn11; O00487; human 26S proteasome, Ub4-pepOG fluorescence polarization; 20S core pre-blocked with epoxomicin; calls only at 20 µM; 360,000 tested, 0.59% active; AID 588493;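 active = inhibition at 20 µM, scaled to each plate's controls, above about 33%, limit read from the data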
LMPTP inh – blocks human LMPTP phosphatase | P24666 | recombinant LMPTP-A, OMFP fluorogenic substrate, fluorescence intensity | inhibition, % at 20 µM | 360,000 tested, 0.22% active | AID 651560;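 active = compounds that cut the enzyme signal by at least half of the control window in the single-dose screen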;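 note: plate controls were DMSO wells with enzyme plus substrate for no effect and substrate without enzyme for full effect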
Target sequence (P24666 whole entry, looked up): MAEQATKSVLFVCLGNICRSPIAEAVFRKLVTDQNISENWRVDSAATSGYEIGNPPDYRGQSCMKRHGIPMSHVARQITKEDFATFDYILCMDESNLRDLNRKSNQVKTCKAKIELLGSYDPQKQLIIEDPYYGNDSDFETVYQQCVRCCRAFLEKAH
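Assay system: LMPTP-A enzyme. Input: 0.625 nM LMPTP-A final. Probe or stimulus: 400 µM OMFP. Compound dosing: single 20 µM dose. Schedule: 50 min dark incubation at room temperature. Detection: fluorescence intensity of OMFP turnover product. Read-out: percent inhibition versus substrate-only and uninhibited controls. Benchmarks: no-enzyme low control, uninhibited high control.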
CSN deneddyl inh – blocks human CSN-mediated cullin deneddylation; Q92905; Purified CSN, SCF-Nedd8-OG deneddylation, fluorescence polarization; inhibition, % at 12.5 µM; 360,000 tested, 0.38% active;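 active = pattern-corrected inhibition above about 35%, with an unprinted fluorescence ratio check between 0.5 and 1.5, limit read from the data, passing the limit was not always enough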;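 note: 0% = enzyme with substrate and 100% = substrate without enzyme; some results filed as inactive read as strong as hits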
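Test system: Human Csn5 produced in HEK293T cells | Compound: 12.5 µM single point | Times: 90 min, room temperature | Signal: Fluorescence polarization readout | Read-out basis: % inhibition of substrate cleavage by Csn5 | Controls: no-enzyme wells high, enzyme-with-substrate wells low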
SUMO1-SIM PPI – modulators of human SUMO1-mediated protein-protein interactions. inhibition, % at 20 µM. P63165. SUMO1 binding to a labelled peptide, TR-FRET, 1 h. 360,000 tested, 0.33% active; in the data active = inhibition above about 37%
Target sequence (P63165 whole entry, looked up): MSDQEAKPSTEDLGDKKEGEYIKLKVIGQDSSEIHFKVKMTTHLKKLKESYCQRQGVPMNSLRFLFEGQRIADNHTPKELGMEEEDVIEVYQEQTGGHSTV
STEP block – inhibitors of human striatal-enriched phosphatase STEP; P54829; recombinant STEP, OMFP fluorogenic substrate, fluorescence; inhibition, % at 20 µM; 360,000 tested, 0.25% active; AID 588621;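 active = inhibition at 20 µM, scaled per plate between control wells, above about 37%, limit read from the data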;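 note: 0% = DMSO with enzyme and substrate and 100% = substrate only without enzyme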
Target sequence (P54829 whole entry, looked up): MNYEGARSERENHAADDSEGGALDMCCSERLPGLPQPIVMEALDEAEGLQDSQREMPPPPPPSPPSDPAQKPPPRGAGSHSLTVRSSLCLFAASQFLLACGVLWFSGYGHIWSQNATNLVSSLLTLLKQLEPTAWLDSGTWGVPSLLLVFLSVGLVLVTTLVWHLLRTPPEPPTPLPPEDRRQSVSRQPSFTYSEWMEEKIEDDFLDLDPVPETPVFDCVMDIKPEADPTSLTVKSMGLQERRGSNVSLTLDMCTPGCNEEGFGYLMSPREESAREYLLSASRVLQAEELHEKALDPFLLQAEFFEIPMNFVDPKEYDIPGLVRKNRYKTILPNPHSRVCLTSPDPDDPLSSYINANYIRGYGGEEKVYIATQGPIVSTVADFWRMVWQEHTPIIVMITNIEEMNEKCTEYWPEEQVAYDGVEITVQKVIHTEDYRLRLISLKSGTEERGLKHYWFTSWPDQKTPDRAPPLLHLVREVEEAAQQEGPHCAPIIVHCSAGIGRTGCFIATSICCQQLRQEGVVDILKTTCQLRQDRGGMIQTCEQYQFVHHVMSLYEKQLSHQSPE
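Assay system: isolated STEP enzyme / Timing: 20 min at room temperature, dark / Doses: 20 µM, 1% DMSO / Technique: fluorescence intensity, excitation 480 nm, emission 540 nm / Reagent: fluorogenic phosphatase substrate OMFP at 25 µM final / Measure: percent inhibition scaled to no-enzyme and uninhibited-enzyme controls, plate-pattern corrected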
Scp-1 inhibitor – Scp-1 (human) phosphatase inhibition; Q9GZU7; Recombinant Scp1, phosphopeptide, malachite green phosphate absorbance; inhibition, % at 20 µM; 340,000 tested, 0.88% active; AID 493091;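 active = inhibition above about 50% at 20 µM, limit read from the data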;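 note: plate controls were DMSO wells with enzyme for no effect and wells lacking enzyme for full effect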
Target sequence (Q9GZU7 76-261 limits assumed): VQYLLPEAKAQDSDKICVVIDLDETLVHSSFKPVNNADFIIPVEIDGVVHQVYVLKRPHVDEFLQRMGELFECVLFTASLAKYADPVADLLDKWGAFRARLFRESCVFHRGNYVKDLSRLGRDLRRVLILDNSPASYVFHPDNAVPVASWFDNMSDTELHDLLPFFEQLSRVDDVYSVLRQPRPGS
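Test system: SCP-1 catalytic domain; Buffer or medium: Acidic Tris acetate buffer with magnesium and detergent; Also added: Phosphorylated 17-residue peptide substrate; Compound: single 20 µM dose, 1% DMSO; Schedule: enzyme reaction 45 min at room temperature, colour 5 min, stabilisation 30 min; Signal: Phosphate-binding colour reagent, absorbance read at 630 nm.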
Neddylation inh – cullin neddylation inhibition | P61081+Q13564 | TR-FRET cullin neddylation, biochemical | calls only at 25 µM | 360,000 tested, 0.58% active | AID 651699; in the data active = inhibition above about 36%
Rin1 Abl inh – inhibitors of human Rin1-Abl protein interaction; AID 588664; P00519+Q13671; TR-FRET Rin1/Abl binding, biochemical; 360,000 tested, 0.4% active; inhibition, % at 7.35 µM; in the data active = inhibition above about 5%, passing the limit was not always enough
NadD inh – NadD (S. aureus) enzyme inhibition. 360,000 tested, 0.78% active. purified NadD enzyme, colorimetric absorbance read-out. inhibition, % at 20 µM; in the data active = inhibition above about 26%; note: some compounds past the cut are filed as inactive
Active calls of the source: *; i = inactive; · = no result given. No enrichment for hits; any-hit rate near 3.8%.

item	Compound	DNMT1 inh	Rpn11 inh	LMPTP inh	CSN deneddyl inh	SUMO1-SIM PPI	STEP block	Scp-1 inhibitor	Neddylation inh	Rin1 Abl inh	NadD inh
1	COc1ccccc1NC(=O)CSc1ccc2nnc(-c3cccnc3)n2n1	1	i	-1.0	2	-16	-2	-6	i	-5	4
2	CC1(C)Cc2ccccc2C(C(Cc2ccccc2)C(N)=O)=N1 (configuration not stated)	-2	i	1.4	-7	2	0	-9	i	-2	2
3	N#Cc1ccc(CN2CCN(C(=O)CCNS(=O)(=O)c3ccc(F)c(Cl)c3)CC2)cc1	1	i	-0.9	-2	-2	0	-5	i	0	-4
4	O=C(O)CCn1c(SCCOc2ccccc2)nc2ccccc21	3	i	-0.3	1	2	4	-4	i	-1	1
5	COc1cc(C(=O)N2CCCC(C)(C(=O)NS(=O)(=O)C3CC3)C2)cc(OC)c1OC (configuration not stated)	7	i	-0.7	1	2	-1	·	i	1	-1
6	CCOc1cc(C(=O)OCC(=O)c2cc(C)n(CC3CCCO3)c2C)ccc1OCC(=O)N1CCOCC1 (configuration not stated)	0	i	-0.2	-8	0	2	-4	i	-1	7
7	CCC(CC)C(=O)Nc1ccccc1NC(C)=O	0	i	0.3	4	-4	0	2	i	1	-4
8	O=C1NC[C@H](CC2CCCCC2)N(CC2CCCCC2)C1=O	-1	i	0.9	-3	1	-1	4	i	-1	2
9	c1csc(CNc2nc(-c3cccs3)nc3ccccc23)c1	-6	i	14	-5	0	1	4	i	-6	1
10	CCOC(=O)N1CCN(CC(O)c2c[nH]c3ccccc23)CC1 (configuration not stated)	-3	i	-1.1	0	-3	0	-9	i	-2	-2
11	CCN(CC)S(=O)(=O)c1cccc2c(N(C)C)cccc12	-4	i	-0.5	-8	-9	2	3	·	0	2
12	CC(CCc1ccccc1)NC(=O)COC(=O)c1ccccc1O (configuration not stated)	-1	i	0.4	4	3	-1	-13	i	-3	-2
13	O=C(N[C@@H](Cc1ccc(O)cc1)C(=O)O)C(c1ccccc1)c1ccccc1	-3	i	-3.0	0	7	2	-10	i	1	-4
14	CN(C)c1ccc(C(=O)N2CCNC(=O)C2CC(=O)Nc2ccc(F)cc2)cc1 (configuration not stated)	0	i	0.5	-5	2	0	-8	i	-3	2
15	CCOC(=O)Nc1cccc2c1-c1ccc([N+](=O)[O-])cc1C2=O	9	i	0.7	6	-29	-3	10	i	-1	4
16	COc1ccc(CCN(C)C(=O)CSc2ncnc3sccc23)cc1OC	8	·	1.0	14	3	-2	-9	i	-3	0
17	COCCNc1ncnc2c1ncn2[C@H]1CN(CCc2ccccc2)C[C@@H](CO)O1	6	i	-2.5	-5	-2	-2	·	i	-1	6
18	CCCc1ccc2oc(C(=O)N(Cc3nccn3C)C(C)C)c(C)c2c1	0	i	0.8	-4	-3	-2	-4	i	-6	1
19	O=c1cc(-c2ccccc2F)nc(-c2ccccc2F)o1	4	i	-1.0	-3	4	2	-6	i	2	0
20	O=[N+]([O-])c1ccc(S(=O)(=O)N2CCN(c3ccccn3)CC2)cc1	10	i	-1.0	-1	-1	2	·	i	4	-5
21	O=C(Nc1nccs1)c1csc2c1CCCC2	-5	i	0.1	1	0	1	-5	i	-2	3
22	COc1cccc(/C=N/NC(=O)c2c(-c3ccccc3)noc2C)c1	0	i	-0.5	-2	-5	0	-3	i	-2	-2
23	O=C(NCc1ccc2c(c1)OCO2)C(=O)NCC1CCCO1 (configuration not stated)	-3	i	-0.4	-3	-2	2	-4	i	2	-4
24	Cc1nn(C(C)C(=O)NCc2ccccc2F)c(=O)c2nn(-c3ccccc3)c(C)c12 (configuration not stated)	3	i	-1.2	0	-1	-4	-3	i	0	5
25	COc1ccc(-c2noc(CCCC(=O)NC3CCCC3)n2)cc1OC	1	i	-2.9	5	5	-1	-5	i	-1	-3

Record cards, from the list above. Order of values: DNMT1 inh | Rpn11 inh | LMPTP inh | CSN deneddyl inh | SUMO1-SIM PPI | STEP block | Scp-1 inhibitor | Neddylation inh | Rin1 Abl inh | NadD inh
Listed for CN(C)c1ccc(C(=O)N2CCNC(=O)C2CC(=O)Nc2ccc(F)cc2)cc1 (configuration not stated) = 0 | i | 0.5 | -5 | 2 | 0 | -8 | i | -3 | 2
Listed for O=C(O)CCn1c(SCCOc2ccccc2)nc2ccccc21 = 3 | i | -0.3 | 1 | 2 | 4 | -4 | i | -1 | 1
Listed for CCCc1ccc2oc(C(=O)N(Cc3nccn3C)C(C)C)c(C)c2c1 = 0 | i | 0.8 | -4 | -3 | -2 | -4 | i | -6 | 1
Listed for CCN(CC)S(=O)(=O)c1cccc2c(N(C)C)cccc12 = -4 | i | -0.5 | -8 | -9 | 2 | 3 | · | 0 | 2

Continuation:
item	Compound	DNMT1 inh	Rpn11 inh	LMPTP inh	CSN deneddyl inh	SUMO1-SIM PPI	STEP block	Scp-1 inhibitor	Neddylation inh	Rin1 Abl inh	NadD inh
26	O=C(NCc1ccccc1)C(c1ccco1)N(C(=O)c1csnn1)c1ccccc1 (configuration not stated)	2	i	-0.8	2	0	-1	-1	i	-1	-5
27	CCCCN1C(=O)C(CC(=O)NCc2ccco2)CC(C(=O)N(CC)CC)=C1C (configuration not stated)	1	i	-2.1	6	4	1	·	i	-3	3
28	Cc1cc(=S)cc(C)n1CCCO	-4	i	-0.2	3	-4	-3	-2	i	-2	0
29	Cc1cc(C(=O)CN2C(=O)NC3(CCCc4ccccc43)C2=O)c(C)n1Cc1cccs1 (configuration not stated)	-9	i	3.3	0	1	-2	-14	i	1	14
30	CC(C)c1ccc2oc(=O)cc(CN3CCOCC3)c2c1	-2	i	-0.8	8	-2	-2	0	i	-8	4
31	CCN(Cc1ccccc1)S(=O)(=O)c1c(C)n(C)c(=O)n(C)c1=O	4	i	-0.1	-6	0	-1	-4	i	-4	-1
32	O=C(/C=C/c1cccc(Br)c1)c1ccc2c(c1)OCO2	17	i	2.6	9	-4	0	-15	i	2	-11
33	CCOc1ncccc1C(=O)N(CCC(C)C)c1c(N)n(Cc2ccccc2)c(=O)[nH]c1=O	-1	i	0.7	-2	3	1	12	i	1	-1
34	O=C(COC(=O)c1cc([N+](=O)[O-])ccc1N1CCOCC1)c1ccccc1	0	i	-0.4	1	-32	-1	-9	i	0	-3
35	CC(C)(C)OC(=O)NCc1ccc(CNC(=O)c2[nH]cnc2C(=O)N[C@@H](Cc2ccccc2)C(=O)OCc2ccccc2)cc1	-7	i	2.3	4	0	-2	-3	i	0	18
36	O=S(=O)(Cc1nc2ccccc2s1)c1ccccc1	14	i	0.0	0	1	4	-11	i	-2	1
37	Cc1cccc(-n2c(SCC(=O)Nc3cccc(S(=O)(=O)NC4=NCCCCC4)c3)nc3ccccc3c2=O)c1C	-10	i	1.0	1	6	3	-2	i	2	14
38	COc1ccc(CC(=O)NCCc2ccc(Cl)cc2Cl)cc1	0	i	-1.0	1	3	-4	1	i	2	6
39	COc1ccc(CN2CCCC(CNC(=O)c3ccc(F)cc3)C2)cc1OC (configuration not stated)	2	i	-0.1	-3	-1	1	1	i	3	-8
40	CCOc1ccc2nc(NCCCNS(=O)(=O)c3ccccc3)c(C#N)cc2c1	-10	i	1.8	-4	5	-3	-4	·	-2	-2
41	Cc1ccc(C2=NS(=O)(=O)N(C)C(C(=O)NCc3ccco3)=C2)cc1	0	i	-0.1	-6	-26	1	-8	i	-1	-2
42	CC(=O)N1CCc2cc(S(=O)(=O)NCCC3=CCCCC3)ccc21	-3	i	-0.5	-2	0	0	-3	i	0	0
43	O=C1CCC/C=C\C[C@@H](CC(=O)N(CCO)Cc2ccccc2)C(=O)N[C@H](Cc2c[nH]c3ccccc23)CO1	2	i	-1.5	0	0	-1	-17	i	-1	1
44	O=C(Cc1ccc(Br)cc1)N1CCCCCC1	1	i	-0.3	2	-2	-2	-5	i	1	-4
45	Cc1noc(C(=O)Nc2cccc(O)c2)c1Cl	-2	i	1.7	3	-6	-2	-1	i	-5	3
46	COCCC(=O)N1CCC(Oc2ccc(C(=O)N3CCCCCCC3)cc2)CC1	0	i	-0.7	5	1	-1	2	i	2	-2
47	CCC(=O)N1CCc2cc(S(=O)(=O)N(C)c3ccc(OC)cc3OC)ccc21	0	i	-1.2	-3	-5	-1	-4	i	2	0
48	Cc1nc2ccccc2nc1N/N=C/c1ccc(O)cc1O	1	i	1.6	-3	-25	-2	-10	i	-4	-4
49	O=C(NC1CC2CCCC(C1)N2C(=O)Nc1ccccc1Cl)C1CC1 (configuration not stated)	1	i	1.8	2	-3	-2	-1	i	6	3
50	CCCCn1c(N)c(N(C)C(=O)c2ccccc2Oc2ccccc2)c(=O)[nH]c1=O	0	i	-0.2	3	8	-1	3	i	6	-5
51	O=c1[nH]nc(CSCc2ccccc2Cl)[nH]1	0	i	-0.6	0	-2	-2	-1	i	6	7
52	CN(C)c1ccc(C=NNC(=O)c2cccc3ccccc23)c(Cl)c1	7	i	1.1	-4	0	-1	2	·	6	20
53	O=C(NCCc1c[nH]c2ccccc12)Nc1ccccc1	-3	i	0.4	-3	-1	2	-3	i	1	-5
54	CCc1c(C)sc(NC(=O)CCc2ccc(OC)cc2)c1C(N)=O	1	i	-1.6	0	0	2	-4	i	-1	-12
55	COC(=O)[C@H](NCc1ccc(OC)c(B(O)O)c1)C(C)C	6	i	-1.3	1	4	-1	-4	i	-1	-1
56	NC(=O)NC(=O)C(c1ccccc1)N1CCN(S(=O)(=O)Cc2ccccc2)CC1 (configuration not stated)	-1	i	-1.5	0	-4	2	0	i	0	-5
57	CCC(=O)Nc1sc2c(c1C(=O)N(C)C)CCCCC2	-2	i	-1.8	-3	1	-1	0	i	1	0
58	COc1ccc(Br)c(C(=O)OCC(=O)N2CCC(Cc3ccccc3)CC2)c1	0	i	7.7	0	0	1	-6	i	2	-7
59	Cc1cc(C)nc(N2CCC(C(=O)Nc3ccc4c(c3)OCO4)CC2)n1	-3	i	-0.5	-1	0	1	-9	i	3	1
60	c1ccc(-c2nnc(CN3CCC4(CC3)OCCO4)o2)cc1	-1	i	-0.8	0	-2	-1	-1	i	2	1
61	Cc1ccc(F)c(NC(=O)C2CCCCC2C(=O)O)c1 (configuration not stated)	1	i	-1.1	-2	-1	-1	5	i	2	6
62	CCc1c(O)nc(SCC(=O)Nc2ccc(Cl)cc2)n(-c2ccccc2)c1=O	4	i	-2.5	5	5	-1	·	i	-1	-7
63	Cc1cccc(C(=O)Oc2c(Br)cc(Br)cc2/C=N/NC(=O)c2ccncc2)c1	1	i	0.0	6	1	0	-7	i	2	-12
64	CCn1nc(C)c(CN2CCC(Oc3ccc(C(=O)N4CCCC4)cc3)CC2)c1C	2	i	-0.9	4	3	-1	-3	i	4	1

Bioassay records deposited in PubChem by several laboratories.
